Abeta rescue = compounds reversing amyloid beta toxicity in yeast. AID 1347071. yeast expressing A-beta42, growth rescue, OD600, 48 h; response scale: 0% DMSO, 100% iron-clioquinol control. hit rate 0.063% among 410,000. Potency, µM (doses to about 46.1 µM), for inactives: at the top dose growth rescue, usual class: activators; also: potency is read from the fitted curve at half-maximal effect; nearly all actives have a fitted effect of over 55% in size
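Growth rescue measured by 600 nm absorbance after 48 h yeast culture at 30 C with compound. Values normalized between DMSO and an equimolar ferric chloride plus clioquinol control.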
GLP-1R agonist = agonists of human GLP-1 receptor; Potency, µM (top dose mostly 45.6 µM), inactives show at the highest dose activation, hits mostly activators; HEK293 GLP-1R CRE-luciferase, luminescence, 4-6 h; cells express a hypersensitive GLP-1R form; hit rate 0.007% among 380,000; P43220; AID 624172; also: potency is read from the fitted curve at half-maximal effect; % of control where 0% means no effect
Target sequence (P43220 whole entry, looked up): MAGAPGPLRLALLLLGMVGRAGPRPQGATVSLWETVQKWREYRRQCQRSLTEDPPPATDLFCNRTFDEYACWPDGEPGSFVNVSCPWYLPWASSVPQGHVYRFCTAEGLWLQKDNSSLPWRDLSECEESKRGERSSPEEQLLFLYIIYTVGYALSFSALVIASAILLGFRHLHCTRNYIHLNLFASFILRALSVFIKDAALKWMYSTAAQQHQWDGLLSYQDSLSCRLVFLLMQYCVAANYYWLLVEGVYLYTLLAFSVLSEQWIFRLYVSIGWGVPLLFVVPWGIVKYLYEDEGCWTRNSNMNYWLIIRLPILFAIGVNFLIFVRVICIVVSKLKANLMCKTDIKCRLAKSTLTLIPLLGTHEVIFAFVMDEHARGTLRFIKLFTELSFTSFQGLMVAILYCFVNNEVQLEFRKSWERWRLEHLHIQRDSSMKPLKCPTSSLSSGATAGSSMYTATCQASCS
TDP-43 yeast inh = TDP-43 toxicity inhibition in yeast. hit rate 1.8% among 410,000. TDP-43 expressing yeast growth rescue, BacTiter-Glo, 24 h. Potency, µM (top dose mostly 46.1 µM), inactives show at the top dose growth rescue (activation), hits mostly activators; also: potency is read from the fitted curve at half-maximal effect; % of control where 0% means no effect; nearly all actives have a fitted effect of over 50% in size
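Yeast cells expressing TDP-43 under galactose induction are exposed to compounds for 24 hr at 30 deg C. BacTiter-Glo luminescence measures growth, so protective compounds score as activators.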
Akt phos inh = blocks phosphorylation of Akt; Neuro2A IGF-stimulated pAkt S473 HTRF, 20 min; active compounds read low; activity change, % for hits at 50 µM; hit rate 0.32% among 360,000; in the data active = activity change below about -80%; inconclusive = mostly about -51% to -80%; also: % is scaled to controls: 0 for no effect and ±100 for the full control effect
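Single-point screen (50 µM final compound) in Neuro2A cells stimulated 20 min with 6 nM IGF at 37 deg C. After lysis, Ser473-phosphorylated Akt read by HTRF (ex 330 nm, em 615/665 nm) as the 665/615 ratio.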
GLP1R inv ag = GLP-1 receptor (human) inverse agonism; HEK293 GLP-1R CRE-luciferase, luminescence, 24 h; GLP-1R form is constitutively active; Potency, µM (top dose mostly 38.3 µM), inactives show at the top dose activity change, negative = inhibition, most hits filed as inhibitors; hit rate 1.6% among 410,000; also: potency is read from the fitted curve at half-maximal effect; % is scaled to controls: 0 for no effect and ±100 for the full control effect; nearly all actives have a fitted effect of over 55% in size
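Cells are plated, allowed 12 hours at 37 deg C, then treated with compounds for 24 hr before luciferase detection reagent is added and luminescence is read after 12 min at room temperature. The HEK293 line carries constitutively active GLP-1R with a cAMP-responsive reporter.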
PTHR1 agonist = PTHR1 (human) receptor agonism. Q03431. HEK293 GP2 PTHR1 cells, GloSensor cAMP luminescence, 1 h. Potency, µM (top dose mostly 115 µM), for the others: top-dose activation, usual class: activators. hit rate 0.075% among 410,000; also: potency is read from the fitted curve at half-maximal effect; nearly all actives have a fitted effect of over 55% in size; some results filed as inactive show a strong effect at the top dose; inactives centre near -15; many of its hits are not listed in these tables
Target sequence (Q03431 whole entry, looked up): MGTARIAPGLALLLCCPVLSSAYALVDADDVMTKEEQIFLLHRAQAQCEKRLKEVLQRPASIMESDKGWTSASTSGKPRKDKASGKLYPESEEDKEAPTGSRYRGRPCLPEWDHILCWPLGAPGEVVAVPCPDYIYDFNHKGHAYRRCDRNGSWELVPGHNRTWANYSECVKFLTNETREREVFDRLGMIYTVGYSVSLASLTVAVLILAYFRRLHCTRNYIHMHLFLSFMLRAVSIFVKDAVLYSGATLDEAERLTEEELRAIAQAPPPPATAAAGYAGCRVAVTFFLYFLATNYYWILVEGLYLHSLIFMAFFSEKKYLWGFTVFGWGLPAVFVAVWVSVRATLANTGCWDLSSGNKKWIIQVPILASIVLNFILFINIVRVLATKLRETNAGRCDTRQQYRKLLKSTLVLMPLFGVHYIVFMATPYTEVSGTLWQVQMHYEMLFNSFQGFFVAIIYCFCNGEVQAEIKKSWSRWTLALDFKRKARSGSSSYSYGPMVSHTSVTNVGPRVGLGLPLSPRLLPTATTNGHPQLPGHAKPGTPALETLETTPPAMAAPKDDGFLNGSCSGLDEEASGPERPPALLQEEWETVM
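HEK-293-derived GP2 cells expressing PTHR1 and a GloSensor cAMP reporter, 3,000/well, plated overnight, given luciferin plus IBMX (each 0.5 mM as added) for 1 h at 37 °C, then compound for 1 h at 37 °C. Luminescence was read after 15 min at room temperature.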
aSyn yeast inh = inhibitors of alpha-synuclein toxicity in yeast. AID 652106. hit rate 0.14% among 370,000. Potency, µM (doses to about 46.1 µM), without a hit: at the highest dose growth rescue (activation), most hits filed as activators. Yeast expressing alpha-synuclein, growth rescue, BacTiter-Glo, 24 h; also: potency is read from the fitted curve at half-maximal effect; % of control where 0% means no effect; nearly all actives have a fitted effect of over 65% in size
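Galactose-induced alpha-syn yeast (OD600=0.02, raffinose-pregrown) + pinned cpd, 24 hr, 30 deg C; growth by BacTiter-Glo luminescence. Growth restoration scores as activation.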
DRD3 antagonist = blocks the human D3 dopamine receptor; max response, negative = inhibition, %; hit rate 2.5% among 360,000; AID 652054; D3R cells, DiscoveRx beta-arrestin luminescence, antagonist mode; active compounds read low; P35462; in the data active = max response below about -50%; inconclusive = no clear call, values can overlap the other calls; also: % is scaled to controls: 0 for no effect and ±100 for the full control effect; mostly tested at two doses, the higher about 12 µM
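Cells expressing the human receptor were seeded at 1500 cells/well, incubated overnight at 37 degrees C in 5% CO2, then exposed to library compounds with dopamine controls for 90 minutes at 37 degrees C before luminescent detection.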
FUS yeast rescue = FUS proteinopathy suppression in yeast. S. cerevisiae FUS-expressing, growth rescue, OD600, 24 h. Potency, µM (highest dose often 76.6 µM), for inactives: top-dose growth rescue (activation), hits mostly activators. hit rate 0.24% among 390,000;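 also: potency is read from the fitted curve at half-maximal effect; plate controls were DMSO vehicle for no effect and reference control for full effect; nearly all actives have a fitted effect of over 55% in size; some results filed as inactive show a strong effect at the top dose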
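Restored growth of FUS-toxic S. cerevisiae, read as 600 nm absorbance after 24 h at 30C in galactose medium (starting OD 0.005). Controls CP55940 and DMSO.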
The depositor's hits bear a star; [ ] = another dose, or the depositor's remark. Unless noted, calls follow the shape of the dose curve; as a rule, active = well fitted curve in the direction sought with a large enough effect; inconclusive = small, poorly fitted or top-dose-only effect, or another doubt; inactive = no such curve, though single readings can be large; an effect the other way counts as inactive or inconclusive.

`Cc1c(CCOC(=O)c2ccc(Cl)cc2Cl)sc[n+]1CC(=O)c1ccccc1` gave Abeta rescue -26%, GLP-1R agonist 1%, TDP-43 yeast inh 3%, Akt phos inh inactive, GLP1R inv ag -27%, PTHR1 agonist -11%, aSyn yeast inh -8% and DRD3 antagonist 6.
`CCn1c(NC(=O)C(C)C)c2ccccc2nc1=O` gave Abeta rescue 7%, GLP-1R agonist 3%, TDP-43 yeast inh 1%, Akt phos inh inactive, GLP1R inv ag 42%[activator], PTHR1 agonist inactive, aSyn yeast inh 6%, DRD3 antagonist 17 and FUS yeast rescue -35%.
For Cc1ccc(NC(=O)CSc2n[nH]c(-c3cccnc3)n2)c(Br)c1 the results were Abeta rescue -19%, GLP-1R agonist 0%, TDP-43 yeast inh 16%, Akt phos inh inactive, GLP1R inv ag 4%, PTHR1 agonist -22%, aSyn yeast inh 1%, DRD3 antagonist 6 and FUS yeast rescue 3%.
Screening O=C(CCCCCN1C(=O)c2cccc3cccc(c23)C1=O)NCCO returned Abeta rescue 0%, GLP-1R agonist -7%, TDP-43 yeast inh -13%, Akt phos inh inactive, GLP1R inv ag 57%[activator], PTHR1 agonist -15%, aSyn yeast inh -1%, DRD3 antagonist -3 and FUS yeast rescue -25%.
For CCOc1cc(C2CC(=O)NC(SCC)=C2C#N)ccc1O (configuration not stated) the results were Abeta rescue 6%, GLP-1R agonist 4%, TDP-43 yeast inh 0%, Akt phos inh inactive, GLP1R inv ag 16%, PTHR1 agonist inactive, aSyn yeast inh 3%, DRD3 antagonist 0 and FUS yeast rescue 15%.
`Cc1cccc(CNC(=O)CN2C(=O)C3CCCCN3c3ccc(C(=O)N4CCCC4)cc32)c1` (configuration not stated) gave Abeta rescue -10%, TDP-43 yeast inh 0%[9.22 µM], GLP1R inv ag 15%, PTHR1 agonist inactive and FUS yeast rescue 11%.
CN(C)C(=O)c1ccc2c(c1)N(CC(=O)NCc1ccc(F)cc1)C(=O)C1CCCCN21 (configuration not stated) was read as Abeta rescue 1%, TDP-43 yeast inh 0%[9.22 µM], GLP1R inv ag 13%, PTHR1 agonist -5% and FUS yeast rescue -5%.
`C#CCOCCOCCOCCNc1nc(N2CCN(C(=O)[C@H](CCC(=O)O)n3cc(C(N)CC(C)C)nn3)CC2)nc(N2CCN(C(=O)[C@H](CCC(=O)O)n3cc(C(N)[C@H](C)CC)nn3)CC2)n1` (some centres not stated) gave Abeta rescue 8%, GLP-1R agonist 5%, TDP-43 yeast inh 1%, Akt phos inh inactive, GLP1R inv ag 4%, PTHR1 agonist -11%, aSyn yeast inh 2%, DRD3 antagonist 8 and FUS yeast rescue 18%.
CCn1c(COc2ccc3c(c2)OCO3)nnc1SCC(=O)O was read as Abeta rescue 8%, GLP-1R agonist -9%, TDP-43 yeast inh 22%, Akt phos inh inactive, GLP1R inv ag 1%, PTHR1 agonist inactive, aSyn yeast inh 1%, DRD3 antagonist -7 and FUS yeast rescue 4%.
For NC(=O)C1(NC2CCCCC2)CCN(Cc2ccccc2)CC1 the results were Abeta rescue -10%, GLP-1R agonist 7%, TDP-43 yeast inh -23%, Akt phos inh inactive, GLP1R inv ag inconclusive, PTHR1 agonist 4%, aSyn yeast inh -9%, DRD3 antagonist inconclusive and FUS yeast rescue 38%.
For c1ccc(CCN2CCN(c3ncnc4c3cnn4-c3ccccc3)CC2)cc1 the results were Abeta rescue 2%, GLP-1R agonist -1%, TDP-43 yeast inh -1%, Akt phos inh inactive, GLP1R inv ag -15%, PTHR1 agonist -17%[57.5 µM], aSyn yeast inh -5%, DRD3 antagonist -6 and FUS yeast rescue 16%.
`O=C(Nc1ccc(Oc2ccc(C(F)(F)F)cn2)c(Cl)c1)C1CC1` gave Abeta rescue -14%, GLP-1R agonist 11%, TDP-43 yeast inh -16%, Akt phos inh inactive, GLP1R inv ag inconclusive, PTHR1 agonist inconclusive, aSyn yeast inh -8%, DRD3 antagonist -19 and FUS yeast rescue 23%.
Screening CCCc1nc2c(C)cc(Br)cn2c1Cc1ccc(C)cc1 returned Abeta rescue -7%, GLP-1R agonist -2%, TDP-43 yeast inh -5%, Akt phos inh inactive, GLP1R inv ag inconclusive, PTHR1 agonist -7%, aSyn yeast inh 8%, DRD3 antagonist 12 and FUS yeast rescue -19%.
Screening O=C(NNC(=O)C12CC3CC(CC(Br)(C3)C1)C2)c1ccccc1F returned Abeta rescue 1%, GLP-1R agonist 2%, TDP-43 yeast inh 27%, Akt phos inh inactive, GLP1R inv ag -11%, PTHR1 agonist inactive, aSyn yeast inh 0% and DRD3 antagonist -7.
`CCOC(=O)C1=C(C)OC(N)=C(C#N)C1c1cc(Cl)c(OCC(N)=O)c(OC)c1` (configuration not stated) gave Abeta rescue 7%, GLP-1R agonist 2%, TDP-43 yeast inh 2%, Akt phos inh inactive, GLP1R inv ag 24%, PTHR1 agonist -7%[57.5 µM], aSyn yeast inh 0%, DRD3 antagonist -12 and FUS yeast rescue 28%.
`O=[N+]([O-])c1cc([N+](=O)[O-])c2oc(-c3ccccc3)c(Br)c2c1O` gave Abeta rescue -94%[inhibitor], GLP-1R agonist -7%, TDP-43 yeast inh -90%[inhibitor], Akt phos inh inactive, GLP1R inv ag inconclusive, PTHR1 agonist -30%[inhibitor], aSyn yeast inh -80%[inhibitor], DRD3 antagonist -19 and FUS yeast rescue 0%.
For O=C(c1cc2ccccc2oc1=O)N(Cc1cccs1)Cc1cccs1 the results were Abeta rescue -1%, GLP-1R agonist 7%, TDP-43 yeast inh inconclusive, Akt phos inh inactive, GLP1R inv ag inconclusive, PTHR1 agonist -8%[57.5 µM], aSyn yeast inh 14%, DRD3 antagonist 1 and FUS yeast rescue 4%.
COc1ccc(Cn2nnc3c(C)n[nH]c(=O)c32)cc1 was read as Abeta rescue -3%, GLP-1R agonist 13%, TDP-43 yeast inh -7%, Akt phos inh inactive, GLP1R inv ag 36%[activator], PTHR1 agonist inactive, aSyn yeast inh -4%, DRD3 antagonist 18 and FUS yeast rescue 0%.
CCN(CC)CCN(C(=O)c1ccc(S(=O)(=O)N2CCOCC2)cc1)c1nc2cc3c(cc2s1)OCCO3 was read as Abeta rescue -2%, GLP-1R agonist 1%, TDP-43 yeast inh -1%, Akt phos inh inactive, GLP1R inv ag -43%, PTHR1 agonist inactive, aSyn yeast inh 0%, DRD3 antagonist -2 and FUS yeast rescue 18%.
Screening O=S(=O)(NCCc1csc2nc(-c3ccc(F)cc3)nn12)c1ccc2c(c1)OCCO2 returned Abeta rescue -12%, TDP-43 yeast inh 8%, GLP1R inv ag 9%, PTHR1 agonist -90%[inhibitor] and FUS yeast rescue 34%.
For O=C(COc1ccc2c(C(F)(F)F)cc(=O)oc2c1)NCc1cccs1 the results were Abeta rescue -4%, GLP-1R agonist 9%, TDP-43 yeast inh 15%, Akt phos inh inactive, GLP1R inv ag 5%, PTHR1 agonist inactive, aSyn yeast inh 5% and DRD3 antagonist -17.
For CN(C)CC(=O)Nc1ccc2c(c1)[C@H]1C[C@H](CC(=O)NCc3ccc4c(c3)OCO4)O[C@H](CO)[C@H]1O2 the results were Abeta rescue -15%, GLP-1R agonist 0%, TDP-43 yeast inh 24%, Akt phos inh inactive, GLP1R inv ag 0%, PTHR1 agonist -21%, aSyn yeast inh -4%, DRD3 antagonist -20 and FUS yeast rescue -20%.
`CN(C)S(=O)(=O)c1ccc(NC(=O)N2CCN(c3ccccc3Cl)CC2)cc1` gave Abeta rescue 10%, GLP-1R agonist -9%, TDP-43 yeast inh -6%, Akt phos inh inactive, GLP1R inv ag -27%, PTHR1 agonist -10%[57.5 µM], aSyn yeast inh -2%, DRD3 antagonist -14 and FUS yeast rescue 25%.
`O=C(OCc1ccco1)c1ccc(S(=O)(=O)N2CCCCC2)cc1` gave Abeta rescue -14%, GLP-1R agonist -30%, TDP-43 yeast inh 2%, Akt phos inh inactive, GLP1R inv ag 9%, PTHR1 agonist inactive, aSyn yeast inh 1%, DRD3 antagonist inconclusive and FUS yeast rescue 3%.

Nothing new here: an excerpt of the list.
`CN(C)S(=O)(=O)c1ccc(NC(=O)N2CCN(c3ccccc3Cl)CC2)cc1` gave Abeta rescue 10%, GLP-1R agonist -9%, TDP-43 yeast inh -6%, Akt phos inh inactive, GLP1R inv ag -27%, PTHR1 agonist -10%[57.5 µM], aSyn yeast inh -2%, DRD3 antagonist -14 and FUS yeast rescue 25%.
`O=C(OCc1ccco1)c1ccc(S(=O)(=O)N2CCCCC2)cc1` gave Abeta rescue -14%, GLP-1R agonist -30%, TDP-43 yeast inh 2%, Akt phos inh inactive, GLP1R inv ag 9%, PTHR1 agonist inactive, aSyn yeast inh 1%, DRD3 antagonist inconclusive and FUS yeast rescue 3%.

The list continues:
For O=[N+]([O-])c1ccc2cccnc2c1 the results were Abeta rescue -7%, GLP-1R agonist 2%, TDP-43 yeast inh 0%, Akt phos inh inactive, GLP1R inv ag -1%, PTHR1 agonist inactive, aSyn yeast inh 16%, DRD3 antagonist -19 and FUS yeast rescue -32%.
For COCCCNC(=O)c1ccc(CN2CCc3ccccc3C2)cc1 the results were Abeta rescue 14%, GLP-1R agonist -1%, TDP-43 yeast inh 13%, Akt phos inh inactive, GLP1R inv ag -11%, PTHR1 agonist -3%, aSyn yeast inh 5%, DRD3 antagonist inconclusive and FUS yeast rescue -6%.
Cc1ccc(N=C2NC(=O)/C(=C\c3ccc(C)s3)S2)cc1 was read as Abeta rescue -15%, GLP-1R agonist 5%, TDP-43 yeast inh -14%, Akt phos inh inactive, GLP1R inv ag 22%, PTHR1 agonist inactive, aSyn yeast inh 0%, DRD3 antagonist -1 and FUS yeast rescue 11%.
For COc1ccc(C(=O)C2CCCN(C(=O)c3csc(SC)n3)C2)cc1F (configuration not stated) the results were Abeta rescue -26%, GLP-1R agonist 16%, TDP-43 yeast inh 26%, Akt phos inh inactive, GLP1R inv ag 18%, PTHR1 agonist inactive, aSyn yeast inh -7%, DRD3 antagonist 4 and FUS yeast rescue 17%.

Bioassay records: PubChem BioAssay, National Center for Advancing Translational Sciences (NCATS)

These rows are one share of the data; rates above refer to the full screens.
